aSyn yeast rescue – inhibitors of alpha-synuclein toxicity in yeast | S. cerevisiae alpha-synuclein toxicity rescue, BacTiter-Glo growth, 24 h | 94,000 compounds, 0.02% hits | Potency, µM (doses to about 46.1 µM), inactives show top-dose growth rescue (activation), most hits filed as activators; active = well fitted activation curve with a large enough effect; note: 0% is about no effect
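Growth restoration measured by BacTiter-Glo luminescence after 24 hr at 30 deg C; alpha-synuclein yeast, raffinose-pregrown to mid-log, were added at OD600=0.02 in galactose medium onto pinned compounds.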
* marks the source's active call; other numbers are inactive results; [ ] = another dose, or the depositor's remark. Potency is the fitted concentration of half-maximal effect. An excerpt; count on the stated rates, not on these rows.

SMILES	aSyn yeast rescue
CC1=C(C(=O)Nc2ccc(C)cc2C)C(c2ccc(C(C)C)cc2)n2nc(C(F)(F)F)nc2N1 (stereo not given)	-2%
CCOC(=O)Cc1ncccc1C(=O)Nc1ccc(OC)cc1	7%
Cc1ccc(NC(=O)C2(S(=O)(=O)c3ccc(Cl)cc3)CC2)c(Br)c1	1%
CCN(CC)S(=O)(=O)c1ccc(-n2c(=O)c(C(C)C)c(C)n2C)cc1	-5%
Cn1c(=O)c2c(nc(Oc3ccccc3Cl)n2Cc2ccc(C#N)cc2)n(C)c1=O	2%
C/C(=N\NC(=O)c1cc(-c2ccc(C)s2)[nH]n1)c1ccncc1	-2%
CC(C)C1Oc2ccccc2N(CC(=O)N2CCOCC2)C1=O (stereo not given)	6%
COc1cc(NC(=O)c2cccc(C)c2)c(OC)cc1NC(=O)CN1CCCCC1	-4%
CCN1C(=O)[C@H]2[C@@H](c3ccc(C(F)(F)F)cc3)N[C@]3(CCCN(Cc4ccc(Cl)cc4)C3=O)[C@H]2C1=O	8%
COc1ccccc1N1CCN(C(=O)c2cc(-c3ccccc3)nc3c2cnn3C(C)C)CC1	5%
CCN1C(=O)c2ccccc2Sc2ccc(NC(=O)N3CCN(c4cc(C)ccc4C)CC3)cc21	5%
COC(=O)c1cc2sc(C)cc2n1Cc1nc(-c2cccc(Br)c2)oc1C	0%
CCNc1nc(NCc2ccc(F)cc2)c2cnn(C)c2n1	-1%
COc1ccc(CCNC(=O)c2ccccc2NS(=O)(=O)c2c(F)cccc2F)cc1	9%
O=C(c1ccccc1F)N1CCC(c2nc3c(nnn3Cc3cccc(F)c3)c(=O)[nH]2)CC1	-16%
Cc1cc(C)cc(N(CCC#N)C(=O)COC(=O)CN2C(=O)NC(C)(C)C2=O)c1	3%
CCc1ccc2oc(-c3ccc(NC(=O)c4cc(OC)c(OC)c(OC)c4)cc3)nc2c1	7%
CC(=O)c1ccc(NC(=O)CCCSc2nc(-c3ccco3)cc(C(F)(F)F)n2)cc1	1%
CN(c1ccccc1)c1cc(=O)[nH]c(=O)[nH]1	3%
Cc1ccc(NC(=O)CSc2nncn2-c2ccccn2)cc1Cl	-6%
COc1ccc(C(=O)NNc2ncnc3c2cnn3-c2ccc(C)cc2C)cc1	-8%
Cc1cccc(OCC(=O)Nc2ccccc2OCc2cc(=O)n3ccccc3n2)c1	0%
Fc1ccc(N2CCN(C(=S)NCC3CCCO3)CC2)cc1 (stereo not given)	3%
N#Cc1ccc(OCC(O)CN2CCN(CC(O)COc3ccc(C#N)cc3)CC2)cc1 (stereo not given)	-1%

The final 4 compounds of the section above lead into the next.
SMILES	aSyn yeast rescue
COc1ccc(C(=O)NNc2ncnc3c2cnn3-c2ccc(C)cc2C)cc1	-8%
Cc1cccc(OCC(=O)Nc2ccccc2OCc2cc(=O)n3ccccc3n2)c1	0%
Fc1ccc(N2CCN(C(=S)NCC3CCCO3)CC2)cc1 (stereo not given)	3%
N#Cc1ccc(OCC(O)CN2CCN(CC(O)COc3ccc(C#N)cc3)CC2)cc1 (stereo not given)	-1%
CCOC(=O)CNC(=O)/C=C/c1ccc2c(c1)OCO2	-4%
COc1ccc(C2=C(N3CCN(c4cc(C)ccc4C)CC3)c3ccccc3C2=O)cc1	8%
Cc1cc(=O)n2[nH]nnc2n1	6%
CCOc1ccc(CNC(=O)c2cc(-c3ccc(Cl)s3)nc3ccccc23)cc1	-2%
Cc1nn(-c2ccccc2)c2c1N(CC(=O)NCc1ccc(N(C)C)cc1)C(=O)CS2	0%
COc1ccc(NC(=O)c2cccc3c(=O)c4c([nH]c23)CCCC4)cc1	-10%
CN(Cc1ccc(Cl)c(Cl)c1)C(=O)C1CC(=O)N(c2ccc3c(c2)OCCO3)C1 (stereo not given)	2%
Cc1cc(F)ccc1NC(=O)c1c(C)oc2c1C1=NCCN1C=N2	-13%
CC1=C(C(=O)Nc2ccc(C)cc2C)C(C(C)C)n2nc(SCc3ccccc3Cl)nc2N1 (stereo not given)	-19%
Cc1cccc(OCC(=O)Nc2ccccc2C(=O)OCc2cc(=O)n3nc(C4CC4)sc3n2)c1	0%
CCOc1ccc(-n2c(SCC(=O)N3CCc4ccccc43)nc3c([nH]c4ccccc43)c2=O)cc1	-6%
Cc1c(C(=O)c2cccc(F)c2)c2ccccn2c1CCC#N	4%
O=c1c(N2CCN(c3ccccc3)CC2)csc2ccc(Cl)cc12	-34%[inhibitor]
CC1=C(C(=O)Nc2cccc(C(F)(F)F)c2)C(c2ccccc2)n2ncnc2N1 (stereo not given)	5%
C/C(CC(=O)NC(C)C)=N\NC(=O)COc1cc(C)c(Br)cc1Br	-7%
O=C(CSC1=NS(=O)(=O)c2cc(F)ccc2N1)Nc1ccccc1F	-11%
CCOC(=O)c1ccc(N2CCN(c3cc(C)ccc3C)CC2)c(NC(=O)Nc2ccc(Cl)cc2)c1	-1%
Cc1nc2ccc(NC(=O)CS(=O)(=O)c3ccc(F)cc3)cc2s1	10%
Cc1ccccc1NC(=O)c1cn(-c2ccccc2)nc1-c1ccccc1	-20%
CSc1ncccc1C(=O)N1CCCC(N2CCN(c3ccccc3C)CC2)C1 (stereo not given)	-8%
Cc1ccc(NC(=O)Cn2nc(-c3ccccc3)nc(Cc3ccc(Cl)cc3)c2=O)cc1	4%
COCCNC(=O)Cn1nc(N2CCN(c3ccccc3OC)CC2)ccc1=O	-11%
CCCn1c(=N)c(C(=O)NCc2cccnc2)cc2c(=O)n3cc(C)ccc3nc21	3%
COC(=O)c1cc2oc3ccccc3c2n1CC(=O)Nc1cc(OC)cc(OC)c1	-5%
CCc1c(CN2CCN(c3ccccc3F)CC2)csc1C	1%
Cc1ccc(OC(=O)CCNC(=O)c2ccccc2Cl)c(Br)c1	6%
COc1ccc(CCNS(=O)(=O)c2ccc3c(c2)CC(C)N3C(=O)C2CC2)cc1OC (stereo not given)	7%
COc1cccc(NC(=O)CN(C)C(=O)c2ccccc2OCc2c(C)noc2C)c1	4%
CCC(=NNS(=O)(=O)c1ccc(C)cc1)c1ccc(OC)c(C)c1	0%
Cc1c(N(C)S(=O)(=O)c2cccc(C(=O)NCc3cccnc3)c2)c(=O)n(-c2ccccc2)n1C	4%
Cc1ccc(-n2ncc(C(=O)Nc3ccc(C)c(F)c3)c2C2CCN(C(=O)OC(C)(C)C)CC2)cc1C	1%
Cc1ccc(S(=O)(=O)Nc2ccc(-c3ccc4nncn4n3)cc2)cc1	-7%
C[C@H]1CN(CCc2ccccc2)C(=O)[C@@H]1CC(=O)Nc1ccccc1	3%
CCOc1ccc(-n2c(=O)[nH]cc(C(=O)Nc3ccc(OC)c(OC)c3)c2=O)cc1	0%
CCCNC(=O)c1cc2nc(-c3ccc(Br)cc3)cc(C(F)(F)F)n2n1	-4%
Cc1ccc(NC(=O)Cn2c(=S)[nH]c3ccccc32)cc1	7%
N#Cc1ccccc1Cn1c(=O)n(-c2ccc(F)c(Cl)c2)c(=O)c2sccc21	-1%
CS(=O)(=O)N1CCC(N2CCN(Cc3ccccc3)C(=O)C2=O)CC1	3%
CS(=O)(=O)NN1C(=O)c2ccccc2NC1c1cccs1 (stereo not given)	-8%
Cc1cccc(NC(=O)CN(C)C(=O)Cc2ccc(-c3ccccc3)cc2)c1C	12%
CCOC(=O)Cn1cc2c(c1-c1ccc(Cl)cc1)c(=O)n(C)c(=O)n2C	3%
O=C(NNC(=O)c1ccccc1Cl)c1csc(N2CCOCC2)n1	-1%
O=C(NCCCN1CCC(Cc2ccccc2)CC1)c1ccc(CS(=O)c2ccccc2Cl)o1 (stereo not given)	-3%
O=c1c2oc3ccccc3c2n(Cc2ccccc2Cl)c(=O)n1Cc1ccco1	-7%
COc1ccccc1-c1noc(CCCC(=O)NC2CCCCC2)n1	-5%
Cc1ccc(CNC(=O)c2ccc(-c3nc(CS(=O)c4ccccc4)c(C)o3)cc2)cc1 (stereo not given)	-3%
COc1ccc(NC(=O)c2ccc(NC(=O)c3cccnc3)cc2)cc1	4%
Cn1c(CCNC(=O)c2ccco2)nc2cc(NC(=O)COc3ccc(Cl)cc3)ccc21	3%
Cc1cccc(-c2nc(SCC(=O)NCc3ccco3)c3c(=O)n(C)c(=O)n(C)c3n2)c1	0%
CCCNCC1C(Oc2ccc(Cl)cc2)C(=O)N1c1ccccc1C (stereo not given)	-1%
Cc1noc2ncnc(NCc3ccc(Cl)cc3)c12	5%
Cc1ccc(Cn2c(Cc3ccccc3)nc3ccccc32)cc1	-10%
Cc1nc(N2CCCC2)ncc1C(=O)NCc1ccc(F)cc1	1%
CCN(CC)C(=O)Cn1cc(SCC(=O)Nc2ccccc2F)c2ccccc21	-15%
CCOc1ccccc1CNC(=O)CCc1cn(Cc2ccc(Cl)cc2)c2ccccc12	5%
CCc1oc(C(=O)OC)cc1CSC(=N)N	2%
Cc1ccc(C)c(NC(=O)Cn2c(=O)n(CCC(=O)NCc3ccc4c(c3)OCO4)c(=O)c3ccccc32)c1	5%
C[C@H](CO)N1C[C@H](C)[C@H](CN(C)C(=O)c2ccccc2)OCc2ccccc2-c2c(n(C)c3ccccc23)C1=O	2%
COc1ccc(CNc2ncnc3c2nc2n3CCCC2)cc1	-4%
Cc1c(C(=O)N(Cc2ccccc2Cl)C2CCS(=O)(=O)C2)oc2ccccc12 (stereo not given)	1%

Three compounds from above, ordered by number of heavy atoms, smallest number first.
SMILES	aSyn yeast rescue
Cc1nc(N2CCCC2)ncc1C(=O)NCc1ccc(F)cc1	1%
Cc1c(C(=O)N(Cc2ccccc2Cl)C2CCS(=O)(=O)C2)oc2ccccc12 (stereo not given)	1%
Cc1ccc(C)c(NC(=O)Cn2c(=O)n(CCC(=O)NCc3ccc4c(c3)OCO4)c(=O)c3ccccc32)c1	5%

Looked up above.
Cc1ccc(C)c(NC(=O)Cn2c(=O)n(CCC(=O)NCc3ccc4c(c3)OCO4)c(=O)c3ccccc32)c1 @ aSyn yeast rescue: 5%
CCc1oc(C(=O)OC)cc1CSC(=N)N @ aSyn yeast rescue: 2%

The list continues:
SMILES	aSyn yeast rescue
O=C(OCC(=O)N1CCCc2ccccc21)c1ccccc1NCCO	5%
Cc1nc2nc[nH]n2c(=O)c1NS(=O)(=O)c1ccc(Br)cc1	2%
COc1ccc(-c2cn(-c3ccc(C)cc3C)c(=O)[nH]2)cc1OC	-4%
COc1ccc(OC)c(S(=O)(=O)N2CCCC(C(=O)NCc3ccccn3)C2)c1 (stereo not given)	0%
Clc1ccc2c(c1)-n1cc(-c3ccccc3)nc1CO2	-8%
Cc1cc(/C=C(\C#N)C(=O)NCc2ccccc2)cc(C)c1O	-2%
Cc1nn(-c2ccc(N3CCCCC3)nn2)c(C)c1CCC(=O)NCc1ccccc1F	-6%
CCCCN1C[C@H](c2ccc(Br)cc2)[C@@H](CC(=O)Nc2ccc(Br)cc2)C1=O	-3%
CCOc1ccc(CNC(=O)C2CCN(c3nn4c(=O)cc(C)nc4s3)CC2)cc1	-3%
CCOCCc1c(O)nc(SCC)[nH]c1=O	7%
CN(C)S(=O)(=O)c1ccc2c(c1)N(CC(=O)NCc1cccc(Br)c1)C(=O)CS2	-7%
COCCN(CC(=O)NC1CCCCC1)C(=O)/C=C/C(=O)c1ccc(OC)cc1O	10%
CCc1nn(CC(=O)N2CCN(c3cc(C)ccc3C)CC2)c(=O)c2cc3occc3n12	17%
CCOC(=O)c1[nH]c2ccccc2c1NC(=O)c1ccccc1OC	25%
COc1ccccc1NC(=O)c1sc2nc3c(cc2c1N)CCCCCC3	-4%
CCOc1ccc2[nH]c3c(NCCc4ccc(OC)c(OC)c4)ncnc3c2c1	-3%
CCc1ccc(-n2nc3ccc(NC(=O)COc4ccc(OC)cc4)cc3n2)cc1	-1%
Cc1ccc(S(=O)(=O)c2cn(Cc3ccccc3)c3cc(N4CCCC4)c(F)cc3c2=O)cc1	6%
Cc1nn(CC(=O)NCCCc2ccccc2)c(C)c1[N+](=O)[O-]	-7%
Cc1ccc(Cc2cn3cc(-c4ccc(F)cc4)nc3s2)cc1	1%
Cn1cnc2c(=O)sc3ccccc3c21	-5%
Cc1nc(SCc2ccccc2Cl)c(C#N)c(C)c1C	7%
Cc1cccn2c(=O)c(/C=C(\C#N)c3nc4ccccc4s3)c(Oc3ccc(Br)cc3)nc12	4%
Cc1cccc(C)c1NC(=O)Cn1cc(C(=O)c2ccco2)c2ccccc21	-4%
COc1cccc(C(=O)C2CCCN(Cc3ccc(OC)c(Cn4cncn4)c3)C2)c1 (stereo not given)	9%
O=C(Cn1cc(S(=O)(=O)c2ccccc2)c(=O)c2cc(Cl)ccc21)Nc1ccc2c(c1)OCO2	5%
O=C(NNC(=O)c1cnccc1C(F)(F)F)c1cccc(Cl)c1	3%
Cc1cc(C)nc(NS(=O)(=O)c2ccc(N/C=C\C(=O)c3cccs3)cc2)n1	-1%
Cc1ccc(NC(=O)Cn2c(=O)n(Cc3nc(C)no3)c(=O)c3ccccc32)c(Cl)c1	-12%
COC(=O)CCSCC(=O)Nc1nnc(C)s1	0%
Cc1ccc(OC(C)C(=O)N(Cc2cccs2)C2CCS(=O)(=O)C2)cc1C (stereo not given)	-4%
COc1ccc(C(=O)Nc2ccc(NC(=O)c3cccc(F)c3)cn2)cc1	-2%
NNc1nc2ccccc2nc1C(F)(F)F	-18%
COc1cc(C(=O)Nc2cccc(S(=O)(=O)N3CCCC3)c2)cc(OC)c1C	4%
Cc1ccc(CN2CC(C(=O)Nc3nc(C)cs3)CC2=O)cc1 (stereo not given)	0%
Cc1cccc(NC(=O)C2CCCN(c3nnc(-n4c(C)ccc4C)s3)C2)c1C (stereo not given)	1%

A stretch from the list above:
SMILES	aSyn yeast rescue
COc1cccc(C(=O)C2CCCN(Cc3ccc(OC)c(Cn4cncn4)c3)C2)c1 (stereo not given)	9%
O=C(Cn1cc(S(=O)(=O)c2ccccc2)c(=O)c2cc(Cl)ccc21)Nc1ccc2c(c1)OCO2	5%

Source: PubChem (National Center for Advancing Translational Sciences (NCATS))
